NPY-Y1 PAM-ag – potentiates or activates human NPY-Y1 receptor. P25929. NPY-Y1 expressing cells, potentiator/agonist activation. activation, % at 3.6 µM. actives 0.37% (n = 220,000); in the data active = activation above about 33%, passing the limit was not always enough;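 note: cells stimulated with NPY at EC10 then isoproterenol at EC100; 0% = low agonist plus stimulus and 100% = saturating agonist plus stimulus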
NPY-Y1 antag – blocks the human neuropeptide Y Y1 receptor. HEK293-CNG Y1 cells, membrane potential fluorescence; NPY at EC95, then isoproterenol. inhibition, % at 3.6 µM. actives 1% (n = 200,000). AID 1040;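 active = inhibition above the campaign mean inhibition of all tested compounds plus 3 SD, cut at about 20% in these data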;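 note: 0% = DMSO wells given NPY plus isoproterenol and 100% = isoproterenol alone without NPY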
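Material: Y1- and CNG-channel-expressing HEK293 cells / Probe or stimulus: NPY 25 nM then isoproterenol 1 µM plus Ro 20-1724 25 µM / Doses: 3.6 µM single dose, DMSO 0.4% / Schedule: compound incubation 1 h at room temperature, readout 45 min post-stimulation / Signal: membrane potential fluorescence / Benchmarks: isoproterenol-only wells as full block versus NPY-plus-isoproterenol wells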
Hck-Nef inh – human Hck-Nef kinase inhibition; P08631; actives 0.68% (n = 220,000); Recombinant Hck-YEEI plus Nef, Z-Lyte FRET kinase assay; inhibition, % at 20 µM;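 active = Hck-Nef kinase inhibition above about 50%, limit read from the data; inactive = inhibition below that limit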;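 note: 0% = DMSO with Hck plus Nef and 100% = Hck alone without Nef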
Target sequence (P08631 whole entry, looked up): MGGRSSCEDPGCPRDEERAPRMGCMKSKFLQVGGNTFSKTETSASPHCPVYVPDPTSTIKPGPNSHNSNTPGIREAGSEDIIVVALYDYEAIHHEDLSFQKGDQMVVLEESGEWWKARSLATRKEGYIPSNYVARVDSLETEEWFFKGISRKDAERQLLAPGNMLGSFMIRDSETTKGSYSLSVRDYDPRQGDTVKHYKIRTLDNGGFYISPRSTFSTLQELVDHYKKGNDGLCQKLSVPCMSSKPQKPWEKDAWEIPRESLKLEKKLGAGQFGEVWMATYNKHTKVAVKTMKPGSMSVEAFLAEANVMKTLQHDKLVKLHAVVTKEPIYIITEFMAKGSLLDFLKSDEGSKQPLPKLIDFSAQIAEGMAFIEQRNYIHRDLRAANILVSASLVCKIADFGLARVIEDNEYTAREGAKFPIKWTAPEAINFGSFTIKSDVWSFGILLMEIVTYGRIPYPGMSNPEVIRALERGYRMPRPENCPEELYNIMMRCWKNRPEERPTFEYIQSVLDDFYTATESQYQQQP
p97 inhibitor – inhibitors of human p97 ATPase | inhibition, % at 8 µM | recombinant p97 ATPase, Kinase-Glo ATP luminescence, 3 h | actives 0.42% (n = 220,000) | AID 1481; in the data active = inhibition above about 15%;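 note: 0% = DMSO vehicle and 100% = wells lacking enzyme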
Runt-SMMHC FRET – Runt domain-CBFb-SMMHC interaction inhibition; Cerulean-Runt/Venus-CBFb-SMMHC FRET ratio 530/480, 1 h; inhibition, % at 20 µM; actives 0.74% (n = 220,000); AID 1434;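 active = mean inhibition across duplicate retests at 20 µM reaching about 50%, limit read from the data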;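 note: 0% = DMSO wells and 100% = wells with excess untagged CBFb-SMMHC; inhibitors lower the FRET ratio by blocking Runt binding to CBFb-SMMHC; some results filed as inactive read as strong as hits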
MDM2 E3 inh – Mdm2 E3 ligase (human) inhibition; cell-based MDM2 ubiquitination luciferase reporter, 2 h; 0 = plate control, 100 = twice control, blank-subtracted; signal enhancement, % at 5 µM; AID 1230; actives 0.11% (n = 210,000);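 active = signal enhancement of 30% or more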;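 note: luminescence tracks abundance of the self-degrading MDM2-luciferase fusion protein; higher signal means inhibition of MDM2 E3 ligase activity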
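Test system: mammalian cells stably expressing self-ubiquitinating, self-degrading MDM2 E3–luciferase fusion; Amount: 2000 cells in each well; Medium: DMEM; Schedule: 4 h settle plus 2 h compound, 37 °C; Technique: SteadyLite luciferase luminescence after 15 min room-temperature reagent incubation; Benchmarks: plate control and blank wells.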
RBBP9 inhibitor – blocks human serine hydrolase RBBP9. recombinant RBBP9, FP-Rh probe fluorescence polarization. inhibition, % at 7.94 µM. actives 0.2% (n = 220,000);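 active = inhibition above the campaign mean of all tested compounds plus 3 SD, cut at about 14% in these data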;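 note: plate controls were DMSO wells with RBBP9 for no effect and wells lacking RBBP9 protein for full effect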
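Test system: recombinant human RBBP9; Timing: 30 min then 45 min, 25 °C; Detection: fluorescence polarization; Control set: RBBP9 with DMSO as uninhibited control, no-protein wells as full inhibition; Compound dosing: one concentration, 7.94 µM nominal, 0.794% DMSO; Probe or stimulus: FP-Rh activity-based probe, 375 nM before mixing.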
NPY2 pot ag – potentiates or activates human NPY-Y2 receptor. actives 0.45% (n = 220,000). activation, % at 3.6 µM. cells expressing NPY-Y2, potentiator/agonist read-out; in the data active = activation above about 27%;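 note: cells stimulated with NPY near EC25 plus isoproterenol at EC100; 0% = vehicle plus submaximal agonist and 100% = vehicle plus saturating agonist; some results beyond the cut were filed as inactive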
Target sequence (P49146 whole entry, looked up): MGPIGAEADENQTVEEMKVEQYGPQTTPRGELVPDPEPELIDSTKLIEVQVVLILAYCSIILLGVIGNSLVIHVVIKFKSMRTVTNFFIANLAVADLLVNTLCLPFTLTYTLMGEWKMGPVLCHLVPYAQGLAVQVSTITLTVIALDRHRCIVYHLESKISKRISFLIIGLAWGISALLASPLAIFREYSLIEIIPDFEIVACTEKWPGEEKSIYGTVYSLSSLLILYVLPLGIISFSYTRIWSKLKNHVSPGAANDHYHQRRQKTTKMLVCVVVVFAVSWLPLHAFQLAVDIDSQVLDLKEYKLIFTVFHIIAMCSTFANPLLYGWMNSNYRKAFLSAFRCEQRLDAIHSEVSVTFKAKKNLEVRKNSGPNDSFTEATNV
Runt-CBFb FRET – blocks binding of human RUNX1 Runt domain to CBFb; Q01196+Q13951; Cerulean-Runt/Venus-CBFb FRET ratio 530/480, 1 h; inhibition, % at 20 µM; actives 0.46% (n = 220,000); AID 1496;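 active = inhibition over about 50% at 20 µM in the single-dose screen, limit read from the data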;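 note: 0% = DMSO wells and 100% = excess unlabeled CBFb competitor control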
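Assay system: Cerulean-Runt domain / Medium: Tris 50 mM pH 7.5, KCl, K2SO4, 0.01% BSA / Timing: protein complex preformed 1 h, compound exposure 1 h, room temperature, dark / Measured by: FRET, excitation 422 nm, emission at 530 and 480 nm / Evaluation: loss of energy transfer signal / Control set: 5 µM unlabeled CBFb as full-inhibition high control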
* hit, by the source's call; / = no result given.

entry	Compound	NPY-Y1 PAM-ag	NPY-Y1 antag	Hck-Nef inh	p97 inhibitor	Runt-SMMHC FRET	MDM2 E3 inh	RBBP9 inhibitor	NPY2 pot ag	Runt-CBFb FRET
1	O=C(CSc1nccc2ccccc12)N1CCN(c2ccccn2)CC1	-16	13	7	1	-1	-19	9	-15	3
2	COc1cc(OC)c(NC(=O)CCc2ccccc2)cc1Cl	-10	-3	-2	0	-1	-6	5	-11	2
3	O=C(Nc1nnc(-c2ccccc2)o1)Nc1ccccc1Cl	0	-1	-8	-4	-2	-16	-11	21	-1
4	CC1=NOC(=O)/C1=C\c1ccc(-c2ccc(Cl)c(C(=O)O)c2)o1	9	2	40	7	-3	-8	-4	-3	7
5	Cc1ccc(C(=O)C2=C(O)C(=O)N(CCN(C)C)C2c2ccccn2)o1 (centres undefined)	-5	3	0	2	/	/	0	9	/
6	Cc1ccc(-c2nnn(CC(=O)Nc3cccc4cccnc34)n2)o1	-29	-4	4	2	1	-3	-12	-3	2
7	O=C(NCc1ccccc1)C(=O)Nc1nc(-c2ccccc2)cs1	-13	/	20	14	0	-3	-13	-10	1
8	Cc1ccc(-c2ncccc2OC(=O)C23CC4CC(CC(C4)C2)C3)cc1	-15	6	0	-2	-3	-16	-7	-10	-3
9	NS(=O)(=O)c1cccc(NC(=O)Cn2cc(C(F)(F)F)cc(Cl)c2=O)c1	-13	/	-6	-3	-5	-17	-18	23	1
10	CC1=CC(C)(C)NC(=S)N1c1cccc2cc(S(=O)(=O)O)ccc12	14	/	-16	2	6	-5	-9	8	32
11	CC(C)[C@@H](C(=O)N1CCN(C(=O)OC(C)(C)C)CC1)n1cc(CCO)nn1	11	-3	-17	0	-2	/	-9	9	46
12	CC1(C)Cc2c(C#N)c(NCCc3ccccc3)nc(-c3ccco3)c2CO1	-16	1	10	4	2	-9	-11	-4	10
13	Cc1ccc(-c2ccc(CCC(=O)O)n2CC2CCCO2)cc1 (centres undefined)	3	3	9	1	40	0	3	8	/
14	CSCCCNC(=O)c1ccc(OC2CCN(CCc3ccccc3)CC2)cc1	-1	3	11	-1	2	-11	0	-11	1
15	CCOC(=O)C1CCN(CCC(=O)Nc2ccc(F)cc2)CC1	33	1	21	0	2	-13	2	-14	2

Two records drawn at random from those above, as already listed:
entry	Compound	NPY-Y1 PAM-ag	NPY-Y1 antag	Hck-Nef inh	p97 inhibitor	Runt-SMMHC FRET	MDM2 E3 inh	RBBP9 inhibitor	NPY2 pot ag	Runt-CBFb FRET
13	Cc1ccc(-c2ccc(CCC(=O)O)n2CC2CCCO2)cc1 (centres undefined)	3	3	9	1	40	0	3	8	/
10	CC1=CC(C)(C)NC(=S)N1c1cccc2cc(S(=O)(=O)O)ccc12	14	/	-16	2	6	-5	-9	8	32

(further entries)
entry	Compound	NPY-Y1 PAM-ag	NPY-Y1 antag	Hck-Nef inh	p97 inhibitor	Runt-SMMHC FRET	MDM2 E3 inh	RBBP9 inhibitor	NPY2 pot ag	Runt-CBFb FRET
16	O=C(NS(=O)(=O)c1ccccc1)c1ccccc1F	-44	0	6	-3	0	-5	-9	-12	0
17	O=C(O)CNc1ncccc1[N+](=O)[O-]	-8	-2	-8	-3	-2	3	-4	-14	2
18	O=C(O)c1ccc(Cl)c(S(=O)(=O)NCc2cccnc2)c1	-3	-2	-1	5	-1	-6	3	-6	-1
19	COP1(=O)C=C[C@H](N(Cc2ccccc2)S(=O)(=O)c2ccccc2[N+](=O)[O-])[C@@H](C)O1 (some centres undefined)	/	/	23	/	2	10	/	/	-1
20	COc1ccccc1-c1nnc2n1N=C(C)CS2	1	-3	2	6	-2	-9	-4	27	2
21	Cc1cc(C)n2nc(C(=O)NC(C)(C)C)nc2n1	-6	-3	-2	-8	2	-10	-8	-3	-2
22	O=C(/C=C/c1ccc(F)cc1)NC(=S)NC1CCCCC1	-17	/	11	1	-6	-1	-8	-48	2
23	CCOc1ccc(N2CC(O)(c3ccc(F)cc3)[N+]3=C2CCCC3)cc1 (centres undefined)	-14	1	-9	-3	-2	-1	0	-7	1
24	CC(=O)N1CCc2cc(S(=O)(=O)N3c4ccccc4CC3C)ccc21 (centres undefined)	-9	4	1	-1	-1	-5	5	15	-2
25	O=C1NC(c2cccs2)Nc2sc3c(c21)CCCC3 (centres undefined)	8	-4	2	7	-2	-14	2	21	20
26	CCCOc1ccc(CCCN=C(N)N)cc1Cl	-18	/	17	-2	-2	-26	-8	-17	-1
27	CCOC(=O)C1(Cc2ccccc2C(F)(F)F)CCN(C2CCN(C(C)=O)CC2)CC1	4	4	-1	-4	1	-12	-8	-11	-4
28	Cc1cc(NC(=O)CSc2nnc(-c3ccncc3)n2Cc2ccccc2)n(-c2ccccc2)n1	-1	/	11	2	-25	-3	-8	0	2
29	NC(=O)C1(N2CCCCC2)CCN(C(=S)NCCc2ccccc2)CC1	6	-1	21	2	0	-7	-7	-8	0
30	O=C(CN1CCCCCC1)Nc1cc(C(F)(F)F)ccc1Cl	11	0	-6	4	1	-12	-2	0	-2
31	Cc1ccc(C2=NN(C(=O)C3CCCO3)C(c3ccco3)C2)cc1 (centres undefined)	-6	-4	28	11	4	-8	5	-17	2
32	Brc1ccc(C2=CC(c3ccco3)n3ncnc3N2)cc1 (centres undefined)	-3	9	-4	-2	-147	0	-2	-14	-58
33	CCOC(=O)N1CCN(C(=O)C2CCCCC2)CC1	-2	-6	1	13	-1	0	0	7	4
34	CN1C(=O)/C(=C/c2ccccc2OCc2ccccc2F)NC1=S	5	3	3	5	29	-14	-2	0	/
35	COc1cccc(NC(=O)CSc2c3c(nc4ccccc24)CCCC3)c1	-25	-1	6	3	2	7	-4	0	4
36	Cn1cnnc1SCC(=O)Nc1ccccc1C(=O)NC1CCCC1	5	1	1	4	2	-18	-3	18	-2
37	CCS(=O)(=O)c1ccc2oc(Nc3cccc(OC)c3)nc2c1	11	0	0	0	1	-6	0	5	2
38	CC(=O)c1cccc(CN2CCCC(C(=O)c3ccc4c(c3)OCO4)C2)c1 (centres undefined)	-16	5	18	5	-5	-32	10	-13	0
39	Fc1ccc(Nc2c3c(nc4ccccc24)CCC3)cc1	-26	23*	4	4	3	-1	-3	-26	0
40	O=[N+]([O-])c1ccccc1/C=C/C=N/Nc1ccc(S(=O)(=O)Nc2ccc(Cl)cc2)cc1[N+](=O)[O-]	9	1	21	5	-12	4	4	-5	-6
41	COc1ccc2nc(NC(=O)c3cccs3)sc2c1	20	/	2	-3	0	-47	-1	9	-1
42	Cc1ccc(Cn2c(Sc3nnc(C)s3)nc3c2c(=O)[nH]c(=O)n3C)cc1	0	-4	5	4	-4	-6	0	1	0
43	CCOC(=O)Nc1ccc2c(c1)N(C(=O)N(C)C)c1ccccc1CC2	-14	-4	-1	-5	-4	-8	-9	-8	1
44	Cc1c(C(=S)Nc2ccccc2)cnn1-c1ccc([N+](=O)[O-])cc1	6	4	-1	9	2	-10	-7	16	0
45	COCC(=O)Nc1cc(Cl)c(OC)cc1OC	11	2	8	7	3	11	-2	3	0
46	CC(OC1=CC(=O)CCC1)C(=O)c1ccccc1 (centres undefined)	2	-1	-17	4	-1	3	1	-2	1
47	O=C(C1=C[C@H](c2ccccc2)C[C@H](OCCCCO)O1)N1CCN(Cc2ccc3c(c2)OCO3)CC1	12	-4	-5	5	-7	/	2	-8	-2
48	Cc1oc(C(C)(C)C)cc1C(=O)NCc1ccc2c(c1)OCO2	-20	/	0	-1	0	-22	0	-35	0
49	O=C(CSc1nnc(CNC(=O)c2cccs2)o1)NCC1CCCO1 (centres undefined)	-3	-2	-3	-2	-41	-17	-2	-7	0
50	CCCCn1c(O)c(N=NC(=O)c2ccncc2)c2cc(Br)ccc21	-10	7	4	6	-5	-23	-8	0	-11
51	c1cncc(-c2ccnc3ncnn23)c1	-31	1	3	-1	-1	-19	-2	8	-4
52	Cc1ccc(C2CC(C(F)(F)F)n3nc(C(=O)NCc4c(C)nn(C)c4C)c(Cl)c3N2)cc1 (centres undefined)	48*	-18	0	-7	3	-3	-7	39*	-10
53	N=C1C(c2nc3ccccc3[nH]2)=C(O)CN1C1CCCCC1	1	/	-24	9	2	-10	-4	2	0
54	CCN(c1ccc(NC(=O)CN2C(=O)NC3(CCOc4ccccc43)C2=O)cc1)C(C)C (centres undefined)	22	-1	-3	-2	13	19	-7	5	12

Reformatted with each value named: part of the list above.
[49] O=C(CSc1nnc(CNC(=O)c2cccs2)o1)NCC1CCCO1 (centres undefined)
  NPY-Y1 PAM-ag: -3
  NPY-Y1 antag: -2
  Hck-Nef inh: -3
  p97 inhibitor: -2
  Runt-SMMHC FRET: -41
  MDM2 E3 inh: -17
  RBBP9 inhibitor: -2
  NPY2 pot ag: -7
  Runt-CBFb FRET: 0
[50] CCCCn1c(O)c(N=NC(=O)c2ccncc2)c2cc(Br)ccc21
  NPY-Y1 PAM-ag: -10
  NPY-Y1 antag: 7
  Hck-Nef inh: 4
  p97 inhibitor: 6
  Runt-SMMHC FRET: -5
  MDM2 E3 inh: -23
  RBBP9 inhibitor: -8
  NPY2 pot ag: 0
  Runt-CBFb FRET: -11
[51] c1cncc(-c2ccnc3ncnn23)c1
  NPY-Y1 PAM-ag: -31
  NPY-Y1 antag: 1
  Hck-Nef inh: 3
  p97 inhibitor: -1
  Runt-SMMHC FRET: -1
  MDM2 E3 inh: -19
  RBBP9 inhibitor: -2
  NPY2 pot ag: 8
  Runt-CBFb FRET: -4
[52] Cc1ccc(C2CC(C(F)(F)F)n3nc(C(=O)NCc4c(C)nn(C)c4C)c(Cl)c3N2)cc1 (centres undefined)
  NPY-Y1 PAM-ag: 48*
  NPY-Y1 antag: -18
  Hck-Nef inh: 0
  p97 inhibitor: -7
  Runt-SMMHC FRET: 3
  MDM2 E3 inh: -3
  RBBP9 inhibitor: -7
  NPY2 pot ag: 39*
  Runt-CBFb FRET: -10

Bioassay records (PubChem)
